From PubChem
FXN GAA850 act: FXN promoter activators, primary screen, cell-based, luciferase luminescence, HEK293 lucGAA850; HEK293 lucGAA850 FXN promoter luciferase reporter, 24 h; percent of 10 µM SAHA response; activation, % at 6 µM; actives 0.56% (n = 360,000);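 active means activation above the average of all compounds screened plus 3 SD, cutoff fixed separately per campaign, cut at about 7.5% in these data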;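 further: 0% = DMSO wells and 100% = 10 µM SAHA wells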
GC-A act: GC-A stimulated cGMP production enhancers – HEK293 GC-A cells, cGMP TR-FRET, EC30 ANP, primary screen | 0% at EC30 ANP, 100% saturating ANP | activation, % at 10 µM | actives 0.14% (n = 370,000) | AID 1671463, 2021; in the data active means activation above about 40%
KLK7 zymogen act: proKLK7 zymogen activators, primary screen, biochemical, fluorescence intensity; Kallikrein-7 (Homo sapiens), P49862; purified proKLK7, EDANS-DABCYL substrate fluorescence; 100% is mature enzyme control, 0% vehicle; activation, % at 7 µM; actives 0.9% (n = 370,000);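 active means activation above the mean of all tested compounds plus 3 SD, computed per campaign excluding outliers beyond control limits, cut at about 13% in these data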
Target sequence (P49862 whole entry, looked up): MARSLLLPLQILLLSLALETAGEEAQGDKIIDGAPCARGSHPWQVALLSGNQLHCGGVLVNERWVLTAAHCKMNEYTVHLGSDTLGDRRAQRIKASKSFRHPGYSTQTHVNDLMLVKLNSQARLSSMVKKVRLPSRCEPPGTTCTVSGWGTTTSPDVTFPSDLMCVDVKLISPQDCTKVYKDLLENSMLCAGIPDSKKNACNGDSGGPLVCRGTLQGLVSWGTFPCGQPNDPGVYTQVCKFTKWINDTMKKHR
SMARCA2 activ: SMARCA2 (BRM) function activators, primary screen, cell-based, luminescence, high throughput. MG213 cells, MMTV-luciferase reporter, dexamethasone, overnight. activation, % at 9.1 µM. actives 1% (n = 370,000). AID 652017, 2013; in the data active means activation above about 7.8%;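 further: 0% = vehicle wells and 100% = reference activator wells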
DAX1 inh-1: DAX1 (NR0B1) inhibitors on StAR promoter, primary screen, cell-based, luminescence, SF-1 (NR5A1), full-length DAX-1 | AID 652010, 2013 | inhibition, % at 6.8 µM | actives 1.1% (n = 370,000) | HEK293T StAR-luciferase reporter, SF-1/DAX-1 repression relief;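 active means inhibition above the mean over all tested compounds plus 3 SD, cut at about 3.6% in these data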;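 further: 0% = DAX-1 cells with DMSO and 100% = cells lacking DAX-1 with DMSO; higher inhibition means more luminescence from relief of DAX-1 repression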
sPLA2-III inh: human group III sPLA2 inhibitors, primary screen, biochemical, QFRET, BODIPY PC-A2 liposome substrate | Group 3 secretory phospholipase A2 (Homo sapiens), Q9NZ20 | QFRET BODIPY PC-A2 liposome hydrolysis, fluorescence | inhibition, % at 12.2 µM | actives 0.56% (n = 370,000) | AID 743126, 2013;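 active means inhibition above mean plus 3 SD of compounds lying within the high and low control bounds, cut at about 19% in these data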;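 further: 0% = median of test compound wells and 100% = no enzyme DMSO wells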
Target sequence (Q9NZ20 whole entry, looked up): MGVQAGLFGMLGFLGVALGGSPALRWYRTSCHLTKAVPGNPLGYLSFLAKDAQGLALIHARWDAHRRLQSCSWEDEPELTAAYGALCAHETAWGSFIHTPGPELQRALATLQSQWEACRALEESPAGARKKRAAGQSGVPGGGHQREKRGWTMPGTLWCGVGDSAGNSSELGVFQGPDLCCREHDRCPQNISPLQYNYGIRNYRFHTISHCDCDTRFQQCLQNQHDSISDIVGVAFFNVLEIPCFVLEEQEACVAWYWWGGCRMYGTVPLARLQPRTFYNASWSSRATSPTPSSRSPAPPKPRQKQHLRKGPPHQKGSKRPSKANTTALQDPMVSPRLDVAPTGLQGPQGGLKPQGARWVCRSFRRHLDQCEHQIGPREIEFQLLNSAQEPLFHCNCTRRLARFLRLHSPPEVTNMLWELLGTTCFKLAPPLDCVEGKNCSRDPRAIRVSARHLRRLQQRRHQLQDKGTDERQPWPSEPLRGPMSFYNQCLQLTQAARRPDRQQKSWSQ
ssDAF12 agonist: S. stercoralis DAF-12 nuclear receptor activators, primary screen, cell-based, luminescence, HEK293, GRIP1 co-expression, lit1-tk-luc; Nuclear hormone receptor DAF-12 (Strongyloides stercoralis); HEK293 ssDAF-12/GRIP1 lit1-tk-luc reporter; % of 3 µM dafachronic acid response; activation, % at 6.8 µM; actives 1% (n = 370,000); AID 652126, 2013;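 active means activation above the mean over all tested compounds plus 3 SD, cut at about 0.9% in these data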;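 further: 0% = DMSO-only wells and 100% = 3 µM delta7-dafachronic acid wells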
hgDAF12 agonist: H. glycines DAF-12 receptor agonists, primary screen, cell-based, luminescence, HEK293, GAL4 fusion, UAS-luciferase; actives 1.8% (n = 370,000); activation, % at 6.8 µM; HEK293 GAL4-hgDAF12 UAS-luciferase reporter, agonist luminescence; normalized to butyrate control;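 active means activation above a cutoff set at the mean of all screened compounds plus 3 SD, cut at about 10% in these data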;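 further: 0% = DMSO wells and 100% = sodium butyrate wells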
DAX1 inh-2: DAX1 (NR0B1) inhibitors, primary screen, cell-based, HEK293, Gal4-DAX1, luciferase luminescence | Nuclear receptor subfamily 0 group B member 1 (Homo sapiens), P51843 | HEK293 Gal4-DAX1 luciferase reporter | inhibition, % at 6.75 µM | actives 0.99% (n = 340,000) | AID 504766, 2011;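 active means inhibition above the mean over all tested compounds plus 3 SD, cut at about 4.2% in these data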;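 further: 0% = DAX1-transfected cells with DMSO and 100% = empty-vector control cells with DMSO; inhibition shows as a rise in luminescence from relieved DAX1 repression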
Target sequence (P51843 207-470 limits assumed): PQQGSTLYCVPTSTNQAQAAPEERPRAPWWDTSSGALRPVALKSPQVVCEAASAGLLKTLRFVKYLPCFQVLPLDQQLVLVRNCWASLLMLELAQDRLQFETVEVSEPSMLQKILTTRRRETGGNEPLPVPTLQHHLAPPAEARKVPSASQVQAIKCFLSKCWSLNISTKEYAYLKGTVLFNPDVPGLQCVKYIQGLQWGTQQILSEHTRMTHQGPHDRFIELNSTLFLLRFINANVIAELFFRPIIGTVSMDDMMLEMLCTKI
hcDAF12 agonist: H. contortus DAF-12 nuclear receptor activators, primary screen, cell-based, luminescence, HEK293, lit1-tk-luc reporter; activation, % at 6.8 µM; HEK293 hcDAF-12 lit1-tk-luc reporter; 0% DMSO, 100% Δ7-dafachronic acid; actives 1.4% (n = 370,000); AID 652067, 2013;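 active means activation above the mean of all tested compounds plus 3 SD, cut at about 5.5% in these data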;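 further: 100% = response to 3 µM Δ7-dafachronic acid high control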
NPR2 activator: human GC-B receptor activators, primary screen, HEK293 GC-B cells, cGMP TR-FRET, EC30 CNP; Atrial natriuretic peptide receptor 2 (Homo sapiens), P20594; 0% at EC30 CNP, 100% saturating CNP; activation, % at 10 µM; actives 0.11% (n = 370,000); AID 1920062, 2024;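 active means activation at 10 µM reaching about 35% in either raw or pattern-adjusted values, limit read from the data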
* hit, by the source's call; . = not tested or not shown.

SMILES | FXN GAA850 act | GC-A act | KLK7 zymogen act | SMARCA2 activ | DAX1 inh-1 | sPLA2-III inh | ssDAF12 agonist | hgDAF12 agonist | DAX1 inh-2 | hcDAF12 agonist | NPR2 activator
C=CCOC(=O)C1=C(C)NC(=S)C(C#N)(CC=C)C1c1ccccc1Cl (stereo not given) | -0.3 | -4.6 | 0.4 | -1.9 | -0.1 | -0.1 | -1.8 | 0.7 | . | 0.2 | 0.4
O=C(CN1CCN(c2ccc(O)cc2)CC1)Nc1ccc(SC(F)F)cc1 | 2.3 | -0.1 | -0.1 | -1.6 | -1.7 | 1.0 | -1.2 | -2.7 | -1.3 | -2.8 | 9.5
CC[C@@H](C)[C@H](CN[C@H](CNC)[C@@H](C)O)NCCc1ccc(OC)cc1 | 2.2 | -1.6 | 0.4 | 2.2 | 1.0 | 10.1 | -0.3 | 0.4 | 0.0 | -0.3 | 3.8
COC(=O)C1=C(C)NC(=S)NC1c1ccc(-c2cc(Cl)ccc2Cl)o1 (stereo not given) | -3.0 | -10.9 | -0.3 | -4.8 | 0.4 | 3.9 | -1.5 | 5.2 | -0.2 | 0.0 | -7.4
COc1nn(-c2nc(-c3ccccc3)cc(C(F)(F)F)n2)cc1[N+](=O)[O-] | 0.2 | -5.8 | -0.4 | -1.8 | -0.5 | 4.5 | -0.6 | 0.0 | 1.1 | -2.2 | -3.7
O=C(COC(=O)Cc1cccs1)NCc1ccc(F)cc1 | 0.4 | 1.8 | -0.7 | -3.6 | -1.3 | -6.1 | -1.0 | 1.7 | 0.4 | 2.6 | 7.3
COc1ccc(CN(C)C(=O)c2ccccc2OCc2c(C)noc2C)cc1OC | 1.5 | 0.6 | -0.5 | -1.3 | -2.4 | 4.1 | -1.4 | -0.9 | 0.4 | -1.3 | 3.1
CC1(C)CC(=O)C(CC2=C(O)CC(C)(C)CC2=O)=C(O)C1 | 0.4 | 1.5 | 0.4 | 0.5 | -0.6 | 0.0 | -1.4 | -0.9 | -0.5 | 1.2 | 1.5
O=[N+]([O-])c1ccc(N2N=C(c3ccccc3)CC2c2ccccc2O)cc1 (stereo not given) | 2.0 | -3.0 | -0.1 | -4.3 | -0.8 | -38.6 | -1.3 | -1.8 | 0.5 | -2.4 | 1.3
CSc1nc2cc(S(=O)(=O)N3CCCCC3)ccc2s1 | 0.6 | 1.8 | 0.7 | -3.9 | -0.1 | -1.2 | -1.5 | 1.2 | -1.6 | -1.8 | 8.0
CCCC(c1nnnn1CCc1ccccc1)N1CCN(C(=O)c2ccco2)CC1 (stereo not given) | 0.0 | -4.7 | 0.0 | 0.5 | 0.5 | 2.6 | -1.1 | -1.5 | 0.5 | -1.5 | -0.3
CC(C)(C)c1ccc(O)c(N=Cc2cc(Br)ccc2O)c1 | 1.1 | 14.9 | 0.2 | -2.8 | -0.4 | -21.6 | -1.0 | 2.3 | -0.9 | 0.4 | -6.4
Cc1cccn2c(=O)c(/C=N/O)c(Nc3ccccc3F)nc12 | 1.9 | -17.4 | -0.2 | -1.4 | -0.1 | -5.6 | -0.7 | 0.6 | 1.4 | 0.3 | -12.0
CCCC(=O)NC(=S)Nc1cccc(C(C)=O)c1 | 1.0 | 2.0 | 0.6 | 1.0 | -0.3 | 12.5 | -1.1 | -0.7 | -0.1 | -2.1 | 0.4
Cc1cc(C(=O)CSc2nnnn2C)c(C)n1-c1ccc2c(c1)OCCO2 | 4.0 | 0.5 | -0.3 | 6.1 | 0.3 | -5.9 | -0.2 | 4.3 | 0.8 | 0.7 | 2.0
COc1c(/C=N/NS(=O)(=O)c2ccc(C)cc2)c(CCN(C)C(C)=O)cc2c1OCO2 | 1.4 | -1.4 | -0.2 | -0.9 | 0.0 | -2.6 | -1.2 | 0.3 | 0.1 | 0.9 | 3.7
CC1(C)CCC[C@]2(C)C(CS(=O)c3ccccc3)=C(C=O)CC[C@@H]12 (stereo not given in full) | 2.8 | 7.5 | 0.0 | -3.5 | -0.1 | 19.1 | -1.4 | -2.2 | -0.6 | -3.0 | 1.7
O=C(Oc1cccc(C(=S)N2CCOCC2)c1)c1cccc(Cl)c1 | 2.0 | -3.7 | 0.5 | 0.5 | -0.9 | 1.5 | -1.1 | 0.9 | 0.1 | -0.8 | 1.2
CCOC(=O)N1CCN(C(=O)c2ccc(CN(c3ccccc3)S(C)(=O)=O)cc2)CC1 | 1.4 | -1.4 | -0.5 | 3.7 | -0.7 | 2.3 | -1.3 | 0.8 | -1.8 | -2.0 | 8.5
Cc1ccc(-n2c(=O)c3cc4c(=O)n(-c5ccc(C)c(C)c5)c(=O)c4c(C(=O)c4ccc(C(=O)O)cc4)c3c2=O)cc1C | 0.3 | -12.3 | 0.2 | -4.5 | 1.1 | -2.6 | -0.2 | -2.9 | -1.9 | -1.6 | -2.4
CC(=O)N1c2ccc(S(=O)(=O)N3CCCC3C(=O)Nc3cccc(F)c3)cc2CC1C (stereo not given) | -1.2 | -0.2 | -0.7 | -1.6 | -0.5 | 0.4 | -1.7 | 0.2 | 0.2 | -0.7 | -2.2
CCN(CC(=O)Nc1ccc(OC)cc1)C(=O)c1cc(-c2cccs2)nn1-c1ccccc1 | -3.7 | -8.1 | -0.5 | -3.1 | -0.3 | 7.3 | -0.5 | -1.6 | -5.2 | -0.1 | -3.5
COc1ccc(CNC(=O)C(OC(=O)c2ccco2)c2ccc(F)cc2)cc1 (stereo not given) | 0.3 | -6.3 | -1.0 | -3.3 | 0.1 | -7.7 | -0.5 | 1.0 | -1.0 | 0.6 | -2.1
CCOC(=O)C(C#N)C(c1cccnc1)c1c(C)[nH][nH]c1=O (stereo not given) | -2.5 | 6.1 | -0.7 | -3.2 | -0.7 | 4.7 | -1.1 | -3.9 | -0.3 | -0.6 | 5.7
COc1ccc(NC(=O)C2(C)CCN2CCOc2ccc(C)cc2)cc1OC (stereo not given) | -0.7 | 1.6 | 0.4 | -5.8 | -0.2 | 0.1 | -1.1 | -4.1 | . | 2.1 | -1.7
CCOC(=O)N1CCN(c2c(-c3ccc(C)c(C)c3)c(=O)c2=O)CC1 | -2.5 | -2.6 | 0.1 | 1.7 | -0.1 | 1.1 | -1.5 | -3.0 | -0.6 | -1.6 | -3.8
CC(C)C(NC(=O)c1ccc([N+](=O)[O-])cc1Cl)C(=O)N1CCCC1 (stereo not given) | 2.2 | 0.4 | 0.0 | -1.2 | 0.7 | 4.5 | -0.1 | 3.1 | -0.1 | 2.8 | 2.3
CCC(=O)N1CCCC(C(=O)Nc2ccc3cn[nH]c3c2)CC1 (stereo not given) | 0.7 | -1.8 | 0.5 | -3.5 | -0.1 | 7.7 | 0.6 | 1.4 | . | 3.0 | -9.6
O=C(CC1NC(=S)NC1=O)c1ccc(Cl)cc1 (stereo not given) | 1.6 | 6.7 | -1.7 | 1.4 | 0.7 | 3.9 | -1.3 | -2.5 | -1.2 | 0.4 | 4.6
CC(=O)Nc1cc(F)c2c(c1F)Cc1cc(F)ccc1-2 | 3.7 | 5.0 | -0.4 | -0.1 | 1.8 | 12.1 | 0.2 | 16.4* | 3.4 | 3.4 | -5.0

Whole records from above. Order of values: FXN GAA850 act, GC-A act, KLK7 zymogen act, SMARCA2 activ, DAX1 inh-1, sPLA2-III inh, ssDAF12 agonist, hgDAF12 agonist, DAX1 inh-2, hcDAF12 agonist, NPR2 activator
Cc1ccc(-n2c(=O)c3cc4c(=O)n(-c5ccc(C)c(C)c5)c(=O)c4c(C(=O)c4ccc(C(=O)O)cc4)c3c2=O)cc1C as listed: 0.3, -12.3, 0.2, -4.5, 1.1, -2.6, -0.2, -2.9, -1.9, -1.6, -2.4
CCC(=O)N1CCCC(C(=O)Nc2ccc3cn[nH]c3c2)CC1 (stereo not given) as listed: 0.7, -1.8, 0.5, -3.5, -0.1, 7.7, 0.6, 1.4, ., 3.0, -9.6
COc1ccc(CNC(=O)C(OC(=O)c2ccco2)c2ccc(F)cc2)cc1 (stereo not given) as listed: 0.3, -6.3, -1.0, -3.3, 0.1, -7.7, -0.5, 1.0, -1.0, 0.6, -2.1

The listing continues.
SMILES | FXN GAA850 act | GC-A act | KLK7 zymogen act | SMARCA2 activ | DAX1 inh-1 | sPLA2-III inh | ssDAF12 agonist | hgDAF12 agonist | DAX1 inh-2 | hcDAF12 agonist | NPR2 activator
C=CCC(COCc1ccccc1)NS(=O)(=O)c1ccccc1Br (stereo not given) | -0.7 | 0.3 | 0.5 | -0.4 | -0.1 | -7.4 | -1.1 | 4.6 | -0.7 | 0.7 | -3.0
Cc1cc(NC(=O)C(C)SCC(=O)N(C)CC(=O)Nc2ccccc2Br)no1 (stereo not given) | -1.5 | 1.7 | -0.8 | -1.2 | 0.2 | 4.1 | -1.2 | 5.4 | -1.6 | -1.5 | 2.7
O=c1c2ccccc2nnn1CSc1ccc2ccccc2n1 | 3.9 | 5.5 | -0.2 | 5.2 | -0.1 | -3.5 | -1.6 | 0.3 | 0.7 | 0.7 | -1.1
O=C1OC2(c3ccccc3)C3CCCC2C13 | -1.0 | -2.1 | 0.0 | -0.6 | 0.6 | -0.7 | -1.4 | -0.8 | -1.5 | 0.4 | -7.9
COc1cc(-c2nc3ccccc3s2)ccc1O | 4.5 | 5.1 | -22.3 | 2.7 | 2.3 | -20.4 | 0.0 | 14.2* | 3.0 | 8.6* | -1.6
COc1cc(C(=O)C(=O)c2cc(OC)c(O)c(OC)c2)cc(OC)c1O | -0.6 | 0.1 | -0.2 | -2.6 | -0.4 | -6.9 | -0.8 | 2.9 | -0.4 | -1.9 | 1.6
Cc1n[nH]c(=O)n(N=Cc2cccs2)c1=O | -0.2 | -4.5 | -0.1 | -1.9 | 0.0 | 0.7 | -1.0 | -0.5 | -0.4 | 1.0 | -9.3
CCc1cc(=O)oc2c(C)c(O)c(CN3CCCCC3)cc12 | -1.4 | 12.3 | 49.0* | -3.5 | 0.2 | -1.9 | -1.2 | 5.8 | -0.6 | 2.5 | 0.6
COc1ccc2nc(SCC(=O)N(C)C3CCCCC3)c(C#N)cc2c1 | 5.5 | 1.2 | 0.4 | -1.2 | 0.3 | 1.8 | -0.5 | -0.2 | 0.7 | -1.4 | -3.8
O=C(COC(=O)c1cccc(Cl)c1)Nc1cccc(S(=O)(=O)NC2=NCCC2)c1 | 1.1 | 0.3 | 0.3 | 7.0 | 0.0 | -6.1 | -1.4 | -0.9 | 1.6 | -2.9 | 1.0
Cc1cc(C(F)F)nn1CC(=O)NCc1ccco1 | 1.1 | 3.7 | -0.1 | 1.8 | 0.5 | -0.5 | 0.1 | -1.4 | -0.2 | 0.3 | 0.9
